Bioassay records deposited in PubChem by several laboratories.
TbMetRS inhib – blocks T. brucei methionyl-tRNA synthetase activity | purified T. brucei MetRS, ATP depletion, Kinase-Glo luminescence | inhibition, % at 11.9 µM | 0.4% of 360,000 active | AID 624268;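 active = inhibition above a per-plate cutoff of the control wells' mean inhibition plus 3 SD, cut at about 5.5% in these data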;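 also: 0% = DMSO wells median and 100% = median of wells with control inhibitor compound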
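Dosing: 11.9 µM compound single dose, 0.9% DMSO; Assay system: purified T. brucei MetRS enzyme; Measured by: Kinase-Glo luciferase luminescence reporting remaining unconsumed ATP; Schedule: 15 min plus 2 h at 25 °C.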
STEP block – inhibitors of human striatal-enriched phosphatase STEP | P54829 | recombinant STEP, OMFP fluorogenic substrate, fluorescence | inhibition, % at 20 µM | 0.25% of 360,000 active | AID 588621;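 active = inhibition at 20 µM, scaled per plate between control wells, above about 37%, limit read from the data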;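 also: 0% = DMSO with enzyme and substrate and 100% = substrate only without enzyme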
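medium = Bis-Tris buffer pH 6.0, 2.5 mM DTT, 0.005% Tween 20 | test system = STEP (striatal-enriched tyrosine phosphatase) enzyme, cell-free | measure = normalized % inhibition | compound dosing = 20 µM, 1% DMSO | also added = 25 µM OMFP | schedule = reaction 20 min, ambient temperature | measured by = fluorescence read at 480 nm ex / 540 nm em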
Scp1 inh – blocks human Scp-1 phosphatase activity | Q9GZU7 | Recombinant Scp1, phosphopeptide, malachite green phosphate absorbance | inhibition, % at 20 µM | 0.88% of 340,000 active;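 active = inhibition above about 50% at 20 µM, limit read from the data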;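 also: plate controls were DMSO wells with enzyme for no effect and wells lacking enzyme for full effect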
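assay system = SCP-1 phosphatase catalytic domain, residues 76-261 | buffer or medium = 50 mM Tris acetate pH 5.5, 0.005% Tween-20, 10 mM MgCl2 | incubation = enzyme reaction 45 min at room temperature, colour 5 min, stabilisation 30 min | signal = Phosphate-binding colour reagent, absorbance read at 630 nm | measure = % inhibition at 20 µM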
SUMO1-SIM PPI – modulators of human SUMO1-mediated protein-protein interactions; SUMO1 binding to a labelled peptide, TR-FRET, 1 h; inhibition, % at 20 µM; 0.33% of 360,000 active; AID 602429; in the data active = inhibition above about 37%
MsrA act – bovine methionine sulfoxide reductase A activation | purified bovine MsrA, absorbance read-out | 0.3% of 360,000 active | activation, % at 10.6 µM; in the data active = activation above about 7.5%;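 also: 0% = vehicle and 100% = reference activator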
LMPTP inh – LMPTP (human) inhibition; P24666; 0.22% of 360,000 active; recombinant LMPTP-A, OMFP fluorogenic substrate, fluorescence intensity; inhibition, % at 20 µM;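 active = compounds that cut the enzyme signal by at least half of the control window in the single-dose screen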;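 also: plate controls were DMSO wells with enzyme plus substrate for no effect and substrate without enzyme for full effect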
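Test system – LMPTP-A enzyme · Amount – LMPTP-A at 0.625 nM final in the reaction · Buffer or medium – Bis-Tris pH 6.0, DTT, detergent · Reagent – OMFP 400 µM · Doses – single 20 µM dose · Schedule – reaction 50 min, room temperature, dark · Detection – fluorescence intensity of OMFP turnover product · Evaluation – percent inhibition versus substrate-only and uninhibited controls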
CendR NRP1 mod – alters CendR peptide binding to human NRP-1; O14786; FAM-RPARPAR peptide binding to NRP-1, fluorescence polarization; inhibition, % at 25 µM; 0.85% of 360,000 active;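 active = inhibition or corrected inhibition above about 18%, plus a signal ratio from 0.5 to 1.5, limit read from the data, passing the limit was not always enough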; also: strong numbers were not always called active
MsrA inh – bovine MsrA inhibition. AID 651718. purified bovine MsrA, absorbance read-out. inhibition, % at 15.5 µM. 0.75% of 360,000 active; in the data active = inhibition above about 4.5%;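 also: 0% = vehicle wells with enzyme and 100% = reference inhibitor wells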
eLon inh – inhibitors of E. coli Lon protease | P0A9M0 | purified E. coli Lon protease, fluorescence polarization | inhibition, % at 7.94 µM | 0.42% of 360,000 active; in the data active = inhibition above about 13%, passing the limit was not always enough;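 also: 0% = enzyme with probe and DMSO and 100% = no enzyme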
DNMT1 block – DNMT1 (human) enzyme inhibition | 0.83% of 360,000 active | AID 588458 | inhibition (reported as % activation of signal), % at 10 µM | DNMT1 molecular beacon, Hinp1I cleavage, fluorescence | P26358; in the data active = inhibition above about 50%
Target sequence (P26358 504-1616 limits assumed): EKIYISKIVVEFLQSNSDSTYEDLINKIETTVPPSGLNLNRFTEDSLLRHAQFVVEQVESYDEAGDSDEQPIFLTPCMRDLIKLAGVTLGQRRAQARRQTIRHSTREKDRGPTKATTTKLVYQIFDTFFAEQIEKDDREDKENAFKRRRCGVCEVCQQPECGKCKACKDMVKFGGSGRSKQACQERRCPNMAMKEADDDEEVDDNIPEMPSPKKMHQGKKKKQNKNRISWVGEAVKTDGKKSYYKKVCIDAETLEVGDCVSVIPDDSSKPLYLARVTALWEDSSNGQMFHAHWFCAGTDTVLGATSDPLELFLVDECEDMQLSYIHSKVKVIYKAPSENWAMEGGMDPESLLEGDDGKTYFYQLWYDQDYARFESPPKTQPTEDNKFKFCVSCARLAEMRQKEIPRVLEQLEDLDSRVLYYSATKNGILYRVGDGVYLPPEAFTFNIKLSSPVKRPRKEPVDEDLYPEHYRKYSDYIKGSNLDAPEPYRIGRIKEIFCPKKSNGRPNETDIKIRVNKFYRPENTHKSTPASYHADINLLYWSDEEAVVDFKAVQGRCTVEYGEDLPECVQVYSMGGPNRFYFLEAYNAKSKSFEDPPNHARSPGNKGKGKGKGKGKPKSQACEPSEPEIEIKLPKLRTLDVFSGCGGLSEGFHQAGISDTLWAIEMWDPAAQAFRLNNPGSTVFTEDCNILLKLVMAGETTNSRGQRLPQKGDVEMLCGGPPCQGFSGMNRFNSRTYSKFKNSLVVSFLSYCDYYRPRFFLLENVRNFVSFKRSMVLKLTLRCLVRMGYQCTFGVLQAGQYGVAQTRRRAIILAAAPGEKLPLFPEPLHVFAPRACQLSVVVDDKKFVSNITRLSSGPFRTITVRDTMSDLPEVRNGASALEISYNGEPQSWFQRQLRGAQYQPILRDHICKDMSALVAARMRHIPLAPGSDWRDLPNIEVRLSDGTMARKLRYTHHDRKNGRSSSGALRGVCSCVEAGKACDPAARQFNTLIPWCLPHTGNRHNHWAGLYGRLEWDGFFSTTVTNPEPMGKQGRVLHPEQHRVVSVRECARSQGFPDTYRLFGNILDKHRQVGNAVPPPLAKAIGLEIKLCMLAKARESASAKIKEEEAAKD
An asterisk follows results filed as active; x = not tested or not shown.

Molecule,Scp1 inh,TbMetRS inhib,DNMT1 block,CendR NRP1 mod,LMPTP inh,SUMO1-SIM PPI,STEP block,eLon inh,MsrA inh,MsrA act
Cc1cc(C)c(S(=O)(=O)c2ccccc2)c(N2CCOCC2)n1,-1.9,0.2,-2.9,-5.1,-0.2,-0.2,-1.1,3.2,0.3,-0.7
CC1CCN(C(=O)CN(Cc2ccc(Cl)cc2)S(C)(=O)=O)CC1,8.3,-0.9,-2.5,-7.1,-1.2,-1.4,0.0,-2.8,1.6,-0.8
CCOC(=O)c1c(-c2ccc(Cl)cc2)c(C#N)c(=O)n(N)c1N,-1.2,-0.3,-0.6,-5.9,-1.7,-2.2,-3.1,-0.7,3.0,-7.8
COc1cccc(-c2cc(C(F)(F)F)n3ncc(C(=O)N4CCc5ccccc5C4)c3n2)c1,-2.9,-0.3,0.1,11.6,3.0,-13.2,3.6,-8.3,-1.4,-3.3
CCn1c(C(=O)N2CCC(C(=O)NCc3cccs3)CC2)cc2sccc21,-6.5,-0.2,0.6,-4.3,-0.5,-0.5,0.1,-3.8,-1.8,-2.7
CSc1cccc(CNC(=O)C2CCC(=O)N(CCc3ccccn3)C2)c1 (stereo unspecified),-5.5,-0.1,0.7,0.9,-0.4,4.0,-1.5,-5.5,-1.1,-4.4
CCS(=O)(=O)c1nc(S(=O)(=O)c2ccc(C)cc2)c(N2CCC(O)CC2)s1,-1.1,-0.6,1.3,1.1,-1.1,2.1,-1.1,-1.9,1.1,-6.3
COc1ccccc1CNC(=O)C1CSC2(C)CCC(=O)N12 (stereo unspecified),-2.5,0.0,3.1,4.7,-1.2,-0.9,-2.7,0.2,-0.4,-2.8
O=C(CSc1nccc(=O)[nH]1)NN(c1ccccc1)c1ccccc1,-6.1,-0.4,-0.5,-1.4,-0.1,-0.7,-3.0,4.7,-0.4,-2.5
COc1ccc(Sc2ccc(NC(=O)c3cccc(Cl)c3)cc2C#N)cc1,x,0.0,-15.1,5.6,3.4,14.5,2.1,-11.8,1.2,-2.6
CC1CN(S(=O)(=O)c2ccc(C(=O)Nc3nccs3)cc2)CC(C)O1 (stereo unspecified),9.1,-1.3,3.6,0.9,-1.6,0.6,-1.4,2.9,-0.1,-9.8
CCCC1=C([O-])C2N=CC=CC2=[N+](c2ccccn2)C1=O (stereo unspecified),-1.7,-0.1,0.0,-13.0,-2.0,-7.5,0.7,-6.8,1.9,-4.1
Cc1ccsc1C(=O)OCC(=O)Nc1cccc(S(=O)(=O)N2CCOCC2)c1,0.8,-1.3,-0.5,2.2,0.7,7.3,-0.7,1.5,0.9,-11.5
CC(NC(=O)C1CC1)C(c1cccs1)N1CCOCC1 (stereo unspecified),1.3,-0.7,1.5,9.7,2.0,-5.8,2.2,-18.7,-0.2,-6.2
CCOC(=O)c1c(C)nc(C)c(C(=O)OCC)c1-c1ccc(O)c(OC)c1,3.4,-1.2,-2.0,-1.9,-0.9,1.9,5.7,-5.8,-1.0,-7.5
CC(C)N(C(=O)CN1C(=O)NC(c2ccccc2)(c2ccccc2)C1=O)C(C)C,-10.1,0.1,-1.6,14.9,-1.6,5.8,0.8,1.7,1.2,-0.5
CCC(=O)NC(=S)Nc1ccccc1C(F)(F)F,-8.1,-0.2,-0.6,-3.9,-1.1,-0.2,-4.9,11.7,-0.3,-4.4
Nc1nnc(-c2cccc(F)c2)s1,-9.8,-0.3,-0.9,13.8,-1.4,0.3,-0.1,1.9,-0.1,-1.8
CCOC(=O)c1ccccc1NC(=S)N1CCC(C)CC1,-3.7,-0.9,1.5,-7.1,-0.1,4.1,1.4,4.3,-0.2,-2.3
CN(Cc1cccnc1)C(=O)CNC(=O)COc1ccccc1,-0.8,0.0,0.0,-0.7,-1.1,4.4,-2.2,5.8,-1.4,-3.6
COc1ccc2oc(C(=O)NCCc3ccccc3)c(C)c2c1,-11.1,-0.6,-7.0,5.0,5.7,5.3,2.8,-6.1,0.2,-6.3
CCC(C(=O)OCC(=O)NC(=O)NC(C)(C)C)c1ccccc1 (stereo unspecified),-10.5,0.3,1.0,-3.4,1.6,-0.8,0.7,0.0,-0.6,2.0
Cc1ccc(-n2c(C)cc(C)c(C#N)c2=O)cc1,9.4,-0.8,1.3,7.5,-3.0,0.9,-2.7,-1.8,2.3,-13.7
NC(COCc1ccccc1)c1csc(Nc2ccc(C(=O)NCCO)cc2)n1 (stereo unspecified),x,-0.5,-5.3,-24.2,-1.3,-1.4,2.5,-15.8,0.8,-6.4
O=C(CS(=O)(=O)c1c[nH]c2ccccc12)N1CCCCC1,5.2,0.8,-2.8,4.4,-1.1,4.6,1.5,-7.3,0.2,-0.2
COc1ccc(C2CC(=O)CC(=O)C2n2cncn2)cc1 (stereo unspecified),-8.0,0.0,2.5,-6.1,-1.5,-0.8,-1.4,-1.2,1.2,-0.1
Cc1ccc2nsnc2c1S(=O)(=O)N1CCOCC1,-0.3,-0.4,0.1,11.8,-0.3,-20.7,-0.1,8.2,0.7,1.1
CC(C)OC(=O)NS(=O)(=O)c1cccc([N+](=O)[O-])c1,1.2,-0.4,12.1,1.1,-0.9,-12.2,-0.4,-4.2,-0.4,-9.3
O=C(Nc1ccc2[nH]c(=O)[nH]c2c1)c1cccc([N+](=O)[O-])c1,3.0,-1.0,-6.7,5.8,-0.7,-22.9,-0.2,-3.7,1.1,-2.4
Cc1ccc(Sc2ncccc2C(=O)NC2CCCCCC2)cc1C,-9.6,-0.1,-1.5,3.1,0.4,-1.3,1.9,-4.5,0.0,-3.5

Two records picked at random from the list so far:
Molecule,Scp1 inh,TbMetRS inhib,DNMT1 block,CendR NRP1 mod,LMPTP inh,SUMO1-SIM PPI,STEP block,eLon inh,MsrA inh,MsrA act
CSc1cccc(CNC(=O)C2CCC(=O)N(CCc3ccccn3)C2)c1 (stereo unspecified),-5.5,-0.1,0.7,0.9,-0.4,4.0,-1.5,-5.5,-1.1,-4.4
CCOC(=O)c1ccccc1NC(=S)N1CCC(C)CC1,-3.7,-0.9,1.5,-7.1,-0.1,4.1,1.4,4.3,-0.2,-2.3

The results go on:
Molecule,Scp1 inh,TbMetRS inhib,DNMT1 block,CendR NRP1 mod,LMPTP inh,SUMO1-SIM PPI,STEP block,eLon inh,MsrA inh,MsrA act
COc1ccc(OC)c(S(=O)(=O)N2c3ccccc3CC2C)c1 (stereo unspecified),-4.0,-0.6,3.0,11.4,-0.3,2.0,-4.6,-0.9,0.1,-2.3
O=S(=O)(c1ccc(Br)cc1)c1nc(-c2ccco2)oc1NCC1CCCO1 (stereo unspecified),35.3,-0.2,-0.1,4.1,-1.1,0.7,-1.5,-2.7,0.1,-1.7
CCCOc1ccc(/C(O)=C2/C(=O)C(=O)N(CCN(C)C)C2c2ccco2)cc1 (stereo unspecified),0.8,-0.3,-1.0,-7.4,-4.7,-4.1,1.6,-12.3,0.4,-0.6
CC(C)CCNC(=O)C(c1ccncc1)N(C(=O)Cn1nnc(-c2ccc(F)cc2)n1)c1ccccc1F (stereo unspecified),8.1,-0.1,1.1,6.3,-0.2,-1.2,-0.8,-2.1,-1.2,-1.1
CCn1cc(C(=O)NCCc2ccc(Cl)cc2)c(=O)c2cc(S(=O)(=O)N(C)C)ccc21,-6.5,-1.9,-3.5,-1.2,0.3,-30.9,-3.3,-3.1,-1.4,-11.5
O=C(C1=C[C@@H](C2CCCCC2)C[C@@H](OCCCCO)O1)N1CCN(Cc2ccc3c(c2)OCO3)CC1,-5.6,-0.1,-5.7,-0.6,0.3,-2.1,3.3,6.7,0.3,0.0
COc1ccc(/C=C/C(=O)NCCN=C2NS(=O)(=O)c3ccccc32)cc1,-6.7,-0.5,-1.2,6.6,1.5,-10.0,-0.1,4.1,0.6,-4.3
CCOC(=O)C1(C)CCCCCN1C(=O)c1ccc(Cl)nc1 (stereo unspecified),x,-0.3,1.8,-9.2,-0.8,1.3,-0.6,-2.3,0.8,-1.4
O=C1C2C3C=CC(C4CC34)C2C(=O)N1/N=C/c1c[nH]c2ccccc12 (stereo unspecified),-6.4,0.0,-0.4,-2.8,1.8,0.8,-1.2,2.1,0.0,-5.1
COc1ccc(-c2ccc(Nc3ccc(C(=O)N4CCOCC4)cc3)nn2)cc1OC,3.8,-1.3,-3.8,1.8,0.0,-5.1,-4.5,-6.9,-1.0,-4.4
CC(=O)c1csc(-c2cccc(-c3nc4ccc(Cl)cn4c3NC3CCCCC3)c2)c1,16.1,-0.1,-4.5,5.1,6.2,-0.6,3.4,5.5,-0.7,-2.9
Cc1nnc(SCc2ccc(CSc3nnc(C)c(=O)[nH]3)cc2)[nH]c1=O,0.7,1.0,5.4,-16.5,-0.5,21.2,1.1,3.5,0.0,-4.4
O=c1c2ccccc2ncn1CCOCCOc1ccc([N+](=O)[O-])cc1,-0.8,0.0,-0.5,-2.0,0.1,-10.8,2.6,-2.7,1.7,-3.6
CCOC(=O)N1CCC(NC(=O)C2CCCN(S(=O)(=O)c3cccc4nsnc34)C2)CC1 (stereo unspecified),-2.2,-1.2,-0.7,1.0,-1.4,-13.7,-1.8,-1.7,0.5,-6.8
O=C1c2[nH]nc(-c3ccccc3O)c2C(c2ccccc2F)N1Cc1ccco1 (stereo unspecified),-4.8,0.3,-10.8,2.4,2.3,10.5,-0.4,0.7,0.7,0.1
O=[N+]([O-])c1ccc(N2CCCCCC2)c([N+](=O)[O-])c1,2.5,-1.1,5.6,0.2,3.6,-23.4,0.9,0.2,1.4,-6.3
CCNC(=O)C(=O)Nc1cc2c3c(c1)CCN3C(=O)CC2,0.2,-0.4,0.2,5.7,-1.3,-0.3,-1.3,-3.8,1.0,-1.6
COc1ccc(-c2cn3cccnc3n2)cc1,-11.6,-0.5,0.6,-8.6,-1.7,-8.7,-3.9,1.3,1.3,-5.0
CCOC(=O)c1nc(Nc2cc(Cl)ccc2OC)c2ccccc2n1,-17.5,0.0,-0.6,7.5,1.9,-5.8,1.4,-2.5,0.2,-0.9
CC(=O)N(C1=C(N2CCOCC2)C(=O)c2ccccc2C1=O)c1ccc(C(=O)O)cc1,0.2,0.0,2.0,11.3,0.6,-26.7,1.7,4.5,-0.8,-3.5
CCNc1nc(NCc2ccccc2)nc(Oc2ccc(=O)[nH]n2)n1,-2.2,-0.7,2.5,-6.0,-0.3,0.4,-2.3,-8.4,-1.5,-3.0
O=[N+]([O-])c1[nH]cnc1/C=C/c1ccccc1,-0.7,5.6*,24.3,-13.5,1.1,-20.0,-2.9,3.4,1.4,-3.8

This is a random part of the collection. Share with any hit: about 4.3%.
